Screening data as filed in PubChem BioAssay.
TbPYK inhibitor – blocks Trypanosoma brucei pyruvate kinase; Q57TT1; TbPYK enzyme, Kinase-Glo Plus ATP luminescence, 45 min; Potency, µM (series often up to 76.8 µM), inactives show at the top dose activity, negative = inhibition, hits mostly inhibitors; actives 0.12% (n = 410,000); AID 624173; active = well fitted inhibition curve with a large enough effect; note: nearly all actives have a fitted effect of over 50% in size
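Luminescent Kinase-Glo Plus end-point after 45 min room-temperature reaction of T. brucei pyruvate kinase started with 130 uM ADP (final). Buffer TEA 50 mM pH 7.2 with KCl, MgCl2, BSA, Tween-20; titration-based qHTS with fitted concentration-effect curves.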
* = called active by the depositor; [ ] = another dose, or the depositor's remark. % is set by controls: 0 for no effect and ±100 for the full control effect; potency is the fitted concentration of half-maximal effect.

SMILES	TbPYK inhibitor
Cc1c(C(=O)N(Cc2ccc(N(C)C)cc2)Cc2ccco2)oc2cc(Br)ccc12	-1%
CC1=C(c2ccc(C(C)C)cc2)S(=O)(=O)N=C1N1CCC(C(=O)NCc2ccc(C)o2)CC1	1%
O=C(Cn1c(=O)c2cc(Cl)ccc2n2nncc12)Nc1ccccc1	4%
[N-]=[N+]=NC(c1ccccc1)C(NC(=O)c1cc(C(F)(F)F)cc(C(F)(F)F)c1)c1ccccc1 (stereo unspecified)	1%
O=C(Cc1ccccc1)Nc1sc2c(c1C(=O)Nc1cccc(Cl)c1)CCCCC2	7%
CN(C)c1ccc(-c2ccnc3c2CC(C)(C(=O)Nc2ccc(F)c(Cl)c2)O3)cc1 (stereo unspecified)	0%
Cc1ccc2nc(CC(O)(c3ccccc3)c3ccccc3)ccc2c1	0%
COc1cc(NC(=O)c2cc(-c3cc(F)ccc3OC(C)C)n[nH]2)cc(OC)c1OC	-6%
O=C(CSc1nnc(-c2ccccc2)c(-c2ccccc2)n1)NC1CCCCC1	0%[15.4 µM]
COC(=O)C1=C(C(=O)OC)C2C=CC1C1C(OC(C)=O)C(OC(C)=O)C21 (stereo unspecified)	-3%
Cc1ccc(NS(=O)(=O)c2ccc(NC(=O)N3CCCC3)cc2)cc1C	1%
Cc1ccc(S(=O)(=O)c2c(O)cc(C)c(NS(=O)(=O)c3ccc(Cl)cc3)c2C)cc1	1%
Cn1c(=O)c2c(nc(NCCCCO)n2Cc2ccccc2Cl)n(C)c1=O	2%
CCOc1ccc(CNC(=O)Cn2cc3c(n2)-c2c(oc(C(=O)N4CCOCC4)c2C)CC3)cc1	0%
CC(=O)c1ccc(NC(=O)NCCc2c[nH]c3ccccc23)cc1	-1%

Looked up by structure from the list above, 4 records:
SMILES	TbPYK inhibitor
O=C(Cn1c(=O)c2cc(Cl)ccc2n2nncc12)Nc1ccccc1	4%
COc1cc(NC(=O)c2cc(-c3cc(F)ccc3OC(C)C)n[nH]2)cc(OC)c1OC	-6%
COC(=O)C1=C(C(=O)OC)C2C=CC1C1C(OC(C)=O)C(OC(C)=O)C21 (stereo unspecified)	-3%
O=C(Cc1ccccc1)Nc1sc2c(c1C(=O)Nc1cccc(Cl)c1)CCCCC2	7%

The list goes on.
SMILES	TbPYK inhibitor
CCOc1ccc(-n2c(SCc3nc(-c4ccccc4C)no3)nnc2-c2ccccc2)cc1	-17%
CCOc1ccccc1NC(=O)CSc1nnc2[nH]c(=O)cc(-c3ccccc3)n12	-3%
CC(=O)c1cccc(NC(=O)CCCN2C(=O)COc3ccc(C)cc32)c1	5%
Cc1ccc(CNC(=O)C(=O)NCC(c2cccnc2)N2CCN(c3ccc(F)cc3)CC2)cc1 (stereo unspecified)	-5%
COc1ccc(CCNC(=O)CCCn2c(=O)c3ccccc3n(Cc3ccc(F)cc3Cl)c2=O)cc1OC	2%
O=C(Nc1ccccc1F)c1csc(COCCO)n1	1%
CC(C)CN(C(=O)CN(C)C(=O)Cc1c(F)cccc1Cl)c1c(N)n(CC(C)C)c(=O)[nH]c1=O	-2%
CC(=O)c1ccc(NC(=O)c2cnc(N3CCCC3)nc2C)cc1	-21%
CC(=O)c1ccc(Nc2nc(C(N)Cc3ccc(C(F)(F)F)cc3)cs2)cc1 (stereo unspecified)	0%
CCCc1cc(=O)n2[nH]c(NCc3ccc(CC)cc3)nc2n1	1%
Cc1ccc(NS(=O)(=O)c2cc(-c3cc(C)no3)ccc2C)c(Cl)c1	-13%[15.4 µM]
CC(=O)c1cc(-c2ccccc2)n(CC(=O)Nc2ccc(C)cc2C)c1C	6%[15.4 µM]
COc1cccc2cc(-c3nc(Cl)c4c5c(sc4n3)CC(C)CC5)c(=O)oc12 (stereo unspecified)	4%
O=C(c1ccco1)N1CCC2(CC1)CCN(c1ccc(-c3ccccc3)cc1)CC2	9%
Clc1cccc(CNCCCSc2nnnn2-c2ccccc2)c1	-2%
COc1cc(Cl)c(C)cc1NC(=O)c1cc(S(=O)(=O)N2CCCC2)ccc1F	1%
Cc1cccc(-n2c(SCC(N)=O)nc3c(oc4ccccc43)c2=O)c1	-8%
COCCNc1nc2cc(-c3cccc(Cl)c3)sc2c(=O)n1C	-7%
COCCNC(=O)c1nn(-c2ccc(C)cc2)c(=O)n(C)c1=O	-2%
CC(=O)N1CCOc2cc(S(=O)(=O)NCc3ccccc3Cl)c(C)cc21	-3%
O=C(CN1c2ccccc2S(=O)(=O)c2ccccc21)Nc1cccc(C(F)(F)F)c1	-9%
O=C(Nc1ccccc1Cl)c1cc(C2CCCN(C(=O)c3cccs3)C2)on1 (stereo unspecified)	6%
COc1ccc(CNS(=O)(=O)c2ccc(N3CCCCS3(=O)=O)cc2)cc1	-2%
COC(=O)c1ccccc1NC(=O)CSc1nnc2cc(C)c3cc(C)cc(C)c3n12	-7%
COc1ccc(-c2cc(C(=O)OC(C)C(=O)c3ccccc3)c3cccc(Cl)c3n2)cc1 (stereo unspecified)	-3%
CCOc1cc(OCC)cc(C(=O)N2CCC[C@H]2C(=O)N2CCC[C@H]2C(=O)N[C@@H](C)c2ccccc2)c1	-1%
CSc1nc(N)n2nccc2n1	-1%
COc1ccc(CCNC(=O)CCCCn2c(=O)c3ccccc3n(CC(=O)Nc3ccc(C)cc3C)c2=O)cc1OC	0%
CN(CCN1CCOCC1)C(=O)c1cc(COc2ccc(F)cc2Cl)on1	-10%
COc1ccc(CCn2c(=O)c3cccnc3n(CC(=O)Nc3cccc(C)c3)c2=O)cc1OC	1%

Grouped by structure: the compounds so far with a CF3 group.
SMILES	TbPYK inhibitor
[N-]=[N+]=NC(c1ccccc1)C(NC(=O)c1cc(C(F)(F)F)cc(C(F)(F)F)c1)c1ccccc1 (stereo unspecified)	1%
CC(=O)c1ccc(Nc2nc(C(N)Cc3ccc(C(F)(F)F)cc3)cs2)cc1 (stereo unspecified)	0%
O=C(CN1c2ccccc2S(=O)(=O)c2ccccc21)Nc1cccc(C(F)(F)F)c1	-9%

Additional structures
SMILES	TbPYK inhibitor
O=C(NCCc1ccccc1)c1cnc2sc(N3CCCC3)nn2c1=O	-5%
COc1ccc(C2C=C(c3ccccc3)Nc3nc(NC(=O)/C=C/c4ccccc4Cl)nn32)cc1 (stereo unspecified)	4%
Cc1ccccc1Cn1c2ccccc2c2cnn(CC(=O)NC(C)CCc3ccccc3)c(=O)c21 (stereo unspecified)	-2%
COc1ccc(S(=O)(=O)c2c(SC)nn(CC(=O)Nc3cccc(C)c3C)c2N)cc1	2%
CCn1c(=O)c2sccc2n2c(CCCC(=O)Nc3ccc(Oc4ccccc4)cc3)nnc12	-9%
Cc1cc(NC(=O)c2cc(-c3ccc(F)cc3)on2)nn1Cc1ccc(Cl)cc1	6%
CC(C)C[C@H]1CN(CCCC[C@H]2CNC(=O)C(=O)N2CCc2ccc(O)cc2)C(=O)C(=O)N1CCC1CCCCC1	-4%
O=c1oc2ccc(F)cc2cc1-c1nc(-c2cccs2)no1	1%
CCCCCOc1c(Cl)cc(C(=O)N(Cc2ccc(C)o2)C2CCS(=O)(=O)C2)cc1Cl (stereo unspecified)	-20%
CCOC(=O)C1CCCN(C(=O)c2cc(F)ccc2C)CC1 (stereo unspecified)	6%
CCc1cccc(NC(=O)CSc2ncc3c(n2)-c2ccc(Cl)cc2N(Cc2ccccc2)S3(=O)=O)c1	-14%
COCCNC(=O)C1(C)CCN(C(=O)c2ccc3sccc3c2)C1 (stereo unspecified)	0%
CCOC(=O)[C@]12CCCC=C1N(Cc1cccc3ccccc13)C(=O)[C@H](CC(=O)NCc1cccc3ccccc13)C2	0%
COc1ccc(CNC(=O)c2c(Nc3ccccc3C)sc(C(=O)c3ccccc3)c2N)cc1	0%
O=C(OCc1cc(=O)n2ccsc2n1)C1(c2ccccc2)CC1	2%
O=C(NCCc1ccc(Cl)cc1)C(=O)NCC(c1cccs1)S(=O)(=O)c1ccccc1 (stereo unspecified)	2%
CCCOc1ccc(F)cc1-c1cc(C(=O)Nc2ccccc2)[nH]n1	-1%
Cc1cc(S(=O)(=O)c2ccc(Cl)cc2)nc(S(=O)(=O)c2ccc(Cl)cc2)c1C#N	-22%
CCCN(C)C[C@@H]1Oc2ncc(Br)cc2C(=O)N([C@@H](C)CO)C[C@H]1C	4%
CCOC(=O)N1CCN(C(=O)C[C@@H]2C[C@@]3(C(=O)OC)CCCCC=C3N(Cc3ccc(Cl)cc3Cl)C2=O)CC1	0%
Cc1ccc(C(=O)N(c2ccc(C)cc2)S(=O)(=O)c2ccc(Cl)cc2)cc1	3%
COc1ccc(C)cc1NC(=O)COc1cc(=O)n(C)c2ccccc12	-3%
Cc1ccccc1C(=O)Nc1nnc(S(=O)(=O)N(C)c2ccc(Cl)cc2)s1	-2%
CCOC(=O)c1c(NC(=O)c2cc(-c3ccc(OC)c(OC)c3)on2)sc2c1CCCC2	-12%
CC(NN)c1ccccc1 (stereo unspecified)	-5%
CCOC(=O)N1CCc2c(sc3c2c(=O)n(CCc2ccccc2)c(=O)n3Cc2ccc(F)cc2)C1	6%
Cc1ccc(C(=O)N[C@H](C(=O)N2CCN(c3ncccn3)CC2)C(C)C)cc1	-1%
CCNC(=O)C1(C)CCN(Cc2ccc(C#N)cc2)C1 (stereo unspecified)	-2%
COc1cc(C(=O)NC2CC(C)CC(C)(C)C2)cc(OC)c1OC (stereo unspecified)	-14%
Cc1ccc(S(=O)(=O)N(CC(O)Cn2c3ccccc3c3ccccc32)c2cccc(C(N)=O)c2)cc1 (stereo unspecified)	5%

Some of the entries so far, comma-delimited.
smiles,TbPYK inhibitor
Cc1ccccc1C(=O)Nc1nnc(S(=O)(=O)N(C)c2ccc(Cl)cc2)s1,-2%
CCOC(=O)c1c(NC(=O)c2cc(-c3ccc(OC)c(OC)c3)on2)sc2c1CCCC2,-12%

Other results
SMILES	TbPYK inhibitor
O=C(Nc1c(C(=O)Nc2ccccc2F)oc2ccccc12)c1cc2ccccc2o1	4%
CC1CCN(C(=O)COC(=O)c2ccccc2NCCO)CC1	6%
NS(=O)(=O)c1ccc2nc(NC(=O)COc3ccccc3)sc2c1	-1%
Cc1cc(NS(=O)(=O)c2ccc(NC(=O)c3ccc([N+](=O)[O-])cc3)cc2)nc(C)n1	-16%
COc1ccc(N(C(=O)COc2ccc(Br)cc2)S(=O)(=O)c2ccc(C)cc2)cc1	-5%
COc1ccc(N2C(=O)C(CC(=O)Nc3ccc(Cl)cc3)N(Cc3ccc4c(c3)OCO4)C2=O)cc1 (stereo unspecified)	5%
COc1ccc(CC(=O)N2CCc3cc(OC)c(OC)cc3C2COc2ccc(OC)cc2)cc1 (stereo unspecified)	3%
CN1CCN(C(c2cccc(Br)c2)c2sc3nc(-c4ccco4)nn3c2O)CC1 (stereo unspecified)	-1%
CCOC(=O)C1CCCN(C(=O)c2ccc3sccc3c2)CC1 (stereo unspecified)	-3%
Cc1noc(C)c1C(=O)N1CCC[C@@]2(CCN(C(c3ccccc3)c3ccccc3)C2)C1	2%
Cc1ccccc1C(=O)NC(=O)Nc1ccc(-n2nc(C(F)(F)F)cc2C(F)(F)F)cc1	0%
Cc1ccccc1CNC(=O)c1oc2c(c1C)-c1[nH]ncc1CC2	-1%
COC(=O)c1ccccc1NC(=O)c1cc(C)nc2c1c(C)nn2-c1ccc(C)cc1	4%
O=C(Nc1ccc(F)c(F)c1)c1cc(S(=O)(=O)NC2CCCC2)ccc1F	1%

Shown field by field: four of the compounds above
SMILES: Cc1noc(C)c1C(=O)N1CCC[C@@]2(CCN(C(c3ccccc3)c3ccccc3)C2)C1
  TbPYK inhibitor: 2%
SMILES: Cc1ccccc1C(=O)NC(=O)Nc1ccc(-n2nc(C(F)(F)F)cc2C(F)(F)F)cc1
  TbPYK inhibitor: 0%
SMILES: Cc1ccccc1CNC(=O)c1oc2c(c1C)-c1[nH]ncc1CC2
  TbPYK inhibitor: -1%
SMILES: COC(=O)c1ccccc1NC(=O)c1cc(C)nc2c1c(C)nn2-c1ccc(C)cc1
  TbPYK inhibitor: 4%

These rows are one share of the data; count on the stated rates, not on these rows.
